Assay outcomes (PubChem BioAssay)
CHT allo act – CHT positive allosteric modulators, primary screen, cell-based, membrane potential dye, choline EC20. High affinity choline transporter 1 (Homo sapiens), Q9GZV3. CHT-expressing cells; stronger effect = higher value; LV-AA mutant CHT in HEK293 cells. B-score at 10 µM. actives 0.49% (n = 310,000). AID 488977, 2010;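 active means initial fluorescence not abnormally high and integrated response B-score, plate-corrected, over 3 SD above library mean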
Target sequence (Q9GZV3 whole entry, looked up): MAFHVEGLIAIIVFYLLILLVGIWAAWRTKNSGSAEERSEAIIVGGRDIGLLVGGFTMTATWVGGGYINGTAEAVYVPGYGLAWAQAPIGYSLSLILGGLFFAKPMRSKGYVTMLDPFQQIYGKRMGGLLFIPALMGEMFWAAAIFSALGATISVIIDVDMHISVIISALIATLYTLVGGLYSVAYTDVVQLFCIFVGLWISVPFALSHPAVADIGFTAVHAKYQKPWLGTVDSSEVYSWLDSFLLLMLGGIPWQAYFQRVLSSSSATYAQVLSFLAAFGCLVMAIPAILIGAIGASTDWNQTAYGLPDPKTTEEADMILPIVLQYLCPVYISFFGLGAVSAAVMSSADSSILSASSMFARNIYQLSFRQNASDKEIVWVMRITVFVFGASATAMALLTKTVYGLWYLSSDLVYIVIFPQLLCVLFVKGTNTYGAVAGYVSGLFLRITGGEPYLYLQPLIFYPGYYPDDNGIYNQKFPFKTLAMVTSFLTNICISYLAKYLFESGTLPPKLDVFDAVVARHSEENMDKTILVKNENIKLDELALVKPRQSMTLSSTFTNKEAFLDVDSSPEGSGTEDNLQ
OX1R antagonist – OX1R (HCRTR1) antagonists, primary screen, fluorescence, CHO/OX1R cells, Fluo-8 calcium, orexin A; AID 434989, 2010; Fluo-8 calcium fluorescence; inhibition, % at 5 µM; Orexin/Hypocretin receptor type 1 (Homo sapiens), O43613; actives 0.43% (n = 330,000);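 active means inhibition above its plate's threshold, mean inhibition of all tested compounds on the plate plus 3 SD, cut at about 37% in these data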;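 further: 0% = orexin A challenge wells and 100% = SB-334867-A antagonist wells; not every result past the cut was called active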
Target sequence (O43613 whole entry, looked up): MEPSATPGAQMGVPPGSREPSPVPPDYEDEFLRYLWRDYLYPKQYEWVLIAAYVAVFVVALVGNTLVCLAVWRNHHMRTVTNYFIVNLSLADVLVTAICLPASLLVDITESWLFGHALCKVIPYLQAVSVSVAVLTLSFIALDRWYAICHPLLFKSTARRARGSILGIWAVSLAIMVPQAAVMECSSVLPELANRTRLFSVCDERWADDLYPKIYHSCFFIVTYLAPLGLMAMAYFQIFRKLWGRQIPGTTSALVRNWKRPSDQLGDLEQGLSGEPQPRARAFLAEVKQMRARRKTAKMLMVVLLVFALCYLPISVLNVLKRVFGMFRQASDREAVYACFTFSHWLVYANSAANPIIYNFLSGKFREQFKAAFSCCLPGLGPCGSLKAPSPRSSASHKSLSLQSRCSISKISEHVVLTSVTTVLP
The depositor's hits bear a star; i = inactive; x = no result given. An unsorted share of the library. About 0.8% of those tested had a hit in this group.

smiles | CHT allo act | OX1R antagonist
Cc1cc(C)c(C(=O)COC(=O)Cn2c(C)csc2=O)cc1C | i | -30
COCCNC(=S)N(CCO)Cc1cc2cc3c(cc2[nH]c1=O)OCCO3 | i | 8
O=S(=O)(c1cccc(C(F)(F)F)c1)N1CCN(C(=S)NCc2ccco2)CC1 | i | -8
O=S(=O)(c1ccccc1)c1nc(-c2ccccc2)oc1N1CCCC1 | i | -5
CCOc1ccc(NC(=O)N2CCN(CC)CC2)cc1 | i | -1
Cc1ccc2nc(N3CCN(C(=O)CCC(=O)O)CC3)nc(-c3ccccc3)c2c1 | i | -30
CCCC[C@@H]1CNCCN1CCc1cccc(F)c1 | i | -31
CN(C)c1ccc(N=c2sc3ccccc3n2C)cc1 | i | -17
NCCCCCc1cn(CC(=O)NCCCCCCCCCCC(=O)N2CCNCC2)nn1 | i | -3
CCOC(=O)CSc1nc2sc3c(c2c(=O)n1-c1ccc(C)cc1)CCN(C)C3 | i | x
COC(=O)[C@]1(C)N[C@H](CN(C)S(=O)(=O)c2ccc(F)cc2)[C@@H]2C(=O)N(C)C(=O)[C@@H]21 | x | 28
c1csc(-c2nn3cnnc3c3ccccc23)c1 | i | -20
CC(C)(C)c1ccc(C(=O)C2CCCN(C(=O)C3CCOCC3)C2)cc1 (stereo not given) | i | -27
CC1CC(C)CN(C(=O)C2CCCN(S(=O)(=O)c3cccc4nonc34)C2)C1 (stereo not given) | i | -8
FCCCOc1ccc(/C=N/OCc2c(Cl)cccc2Cl)cc1 | i | -11
CC(C)c1nnc(NC(=O)CCC(=O)N2CCN(C3CCCCC3)CC2)s1 | i | 3
COc1ccc(-c2cc(C(=O)NCCCN3CCCC3=O)c3ccccc3n2)cc1OC | x | -25
CCC(C(=O)Nc1ccncc1)c1ccccc1 (stereo not given) | i | 2
Cc1ccc(OCCN2CCN(C(=O)CCC(=O)Nc3nnc(CC(C)C)s3)CC2)cc1 | i | 6
COc1cc(OC)cc(C(=O)NC(=S)NNC(=O)[C@H]2C[C@@H]2c2ccccc2)c1 | i | -22
CCOC(=O)COc1cc2oc(=O)cc(C)c2cc1[N+](=O)[O-] | i | -7
COc1ccccc1NC(=O)C1C2CCCCC21 (stereo not given) | i | -14
Cc1cccc(NC(=O)C2CCN(C(=O)c3ccc(F)cc3)CC2)n1 | i | -10
O=S1(=O)CC2SC(=S)N(c3ccccc3)C2C1 (stereo not given) | i | 6

2 of the compounds above, with values under each structure.
Results follow in this order: CHT allo act	OX1R antagonist
Cc1cc(C)c(C(=O)COC(=O)Cn2c(C)csc2=O)cc1C
    i	-30
NCCCCCc1cn(CC(=O)NCCCCCCCCCCC(=O)N2CCNCC2)nn1
    i	-3

The listing continues:
smiles | CHT allo act | OX1R antagonist
NS(=O)(=O)c1cccc(NC(=O)CSc2nnc(-c3ccncc3)n2C2CC2)c1 | x | -6
COCCN(C(=O)CSc1nnc(-c2ccc(C)c(C)c2)o1)c1c(N)n(CC(C)C)c(=O)[nH]c1=O | i | -7
O=C(/C=C/c1ccc(Br)cc1)Nc1ccc(S(=O)(=O)Nc2ncccn2)cc1 | i | -2
O=C(NCc1ccco1)c1ccccc1Nc1ccc(F)cc1 | i | -14
COc1ccc(S(=O)(=O)Nc2ccccc2OC)cc1N=Nc1c(O)[nH]c(=S)[nH]c1=O | x | -1
COc1ccc(C2(CNC(=O)c3ccc(OC)c([N+](=O)[O-])c3)CCCCC2)cc1OC | i | -13
C=CCn1c(SCC(=O)c2cc(C)n(CCOC)c2C)nc2sc(C)c(C)c2c1=O | i | -33
CCOC(=O)C1Oc2ccccc2C(c2ccc(F)cc2)=C1C(=O)OC (stereo not given) | x | -25
CC(=O)Nc1ccc2c(c1)nc1n2CCSC1 | i | -10
CCN(C(=O)c1ccc(S(=O)(=O)N2CCC(C)CC2)cc1)C1CCS(=O)(=O)C1 (stereo not given) | i | 7
CN1CCN(c2nc(Nc3cccc(C(F)(F)F)c3)nc(N3CCOCC3)n2)CC1 | i | -22
C=CCOC(=O)C1=C(C)N(C)C(=O)NC1c1cc2c(cc1Br)OCO2 (stereo not given) | i | -18
Cc1ccc(N2C(=O)CN(Cc3cccs3)C2=S)cc1C | i | -11
O=C(CN(Cc1ccc(F)cc1)C(=O)CNS(=O)(=O)c1ccc(Cl)cc1)NCC1CCCO1 (stereo not given) | i | 2
Cc1ccc(S(=O)(=O)/C(C#N)=C/c2ccccc2OCc2ccccc2)cc1 | i | -9
Cc1cc(NC(=O)c2cccc(Br)c2)no1 | i | 3
CC(NC1CCCCC1)C(=O)NN=C(c1ccccc1)c1ccccc1 (stereo not given) | i | -29
COc1ccc(C2NC(=O)CS2)cc1 (stereo not given) | i | 10
Cc1nnc(C)n1/N=C/c1cc(Br)ccc1O | i | 4
Cc1onc(-c2ccccc2Cl)c1C(=O)O/N=C(\N)c1ccc([N+](=O)[O-])o1 | i | -30
COc1cccc(OCc2cc(C(=O)NCc3ccccn3)no2)c1 | i | -13
COCCn1c(=O)sc2ccccc2c1=O | i | -10
O=C(COc1ccc(/C=N/NS(=O)(=O)c2ccccc2)cc1)Nc1ccccc1 | i | -7
CCCCOc1ccc(CC2CCC(=O)NC2=O)cc1 (stereo not given) | i | -3
Cc1cc(C)c(S(=O)(=O)c2c(C)cccc2C)c(Cl)n1 | i | -18
CC(C)c1ccc(C2C3=C(COC3=O)Nc3cc4c(cc32)OCO4)cc1 (stereo not given) | i | -4
O=C(COC(=O)c1ccc([N+](=O)[O-])o1)Nc1cccc(S(=O)(=O)N2CCOCC2)c1 | i | -4
CC(C)Sc1nc2c(c(=O)n(C)c(=O)n2C)n1C | i | -6
CCOc1cc(NCc2ccccc2)c2ncn(C(C)C)c2c1 | x | -50
O=C(COC(=O)c1cnccn1)Nc1cccc(F)c1 | x | -1
O=S(=O)(c1cc(Cl)ccc1Br)N1CCCCC1 | i | -16
CCOC(=O)Cc1nnc(Nc2cc(C)ccc2C)c2ccccc12 | i | -16
O=C(O)C1CCN1C1CCCCC1 (stereo not given) | i | -16
O=C(c1cccc(S(=O)(=O)N2CCOCC2)c1)N1CCN(c2ccc(F)cc2)CC1 | i | -13
CCCCc1c(C)nc2ccccc2c1SCCC(=O)O | i | -10
O=C(CN1CCOCC1)Nc1ccccc1C(=O)O | i | -9
CC(C)(C)C(=O)OC/C(N)=N/OC(=O)c1ccc(Cl)cc1 | i | -18
CCOC(=O)N1CCC(NC(=O)C2CCC(Cn3c(=O)[nH]c4ccccc4c3=O)CC2)CC1 (stereo not given) | i | -6
CC(C)(OC(=O)NC(=O)C(F)(F)F)C(C)(C)OC(=O)NC(=O)C(F)(F)F | i | 5
O=C(CCC(=O)Nc1ccccc1)NNC(=O)CCc1ccccc1 | i | -14

4 entries out of the list, arranged by number of heavy atoms, descending:
smiles | CHT allo act | OX1R antagonist
C=CCn1c(SCC(=O)c2cc(C)n(CCOC)c2C)nc2sc(C)c(C)c2c1=O | i | -33
CC(C)c1ccc(C2C3=C(COC3=O)Nc3cc4c(cc32)OCO4)cc1 (stereo not given) | i | -4
O=S(=O)(c1ccccc1)c1nc(-c2ccccc2)oc1N1CCCC1 | i | -5
CCOC(=O)COc1cc2oc(=O)cc(C)c2cc1[N+](=O)[O-] | i | -7

(list continues)
smiles | CHT allo act | OX1R antagonist
CCCNC(=O)NC(C)C12CC3CC(CC(C3)C1)C2 (stereo not given) | i | -5
COc1ccc(C(=O)Nc2cccc(/C(C)=N/NC(=O)c3ccc([N+](=O)[O-])c(C)c3)c2)cc1OC | i | -11
Cc1ccc2c(c1)N(CC(=O)NCCCN1C(C)CCCC1C)C(=O)c1cccnc1O2 (stereo not given) | i | -12
O=C(NCC(c1ccco1)N1CCN(c2ccccc2F)CC1)C1CCCCC1 (stereo not given) | i | -37
Cn1cc([N+](=O)[O-])c(C(=O)N/N=C/c2ccc([N+](=O)[O-])cc2)n1 | i | -17
C[C@H](CO)N1C[C@H](C)[C@@H](CN(C)C(=O)Nc2ccc(C(F)(F)F)cc2)Oc2ccc(NC(=O)NC3CCCCC3)cc2C1=O | x | -6
Cc1ncc([N+](=O)[O-])n1Cc1cccc2ccccc12 | i | -10
CC1CCc2c(sc3ncnc(N4CCOCC4)c23)C1 (stereo not given) | i | -30
Cc1cc(OC(=O)c2ccc(C(F)(F)F)cc2)c([N+](=O)[O-])c(=O)[nH]1 | i | 3
CC(C)(C)C(=O)C(Cl)C(=O)Nc1ccccc1 (stereo not given) | i | -2
CC1(C)CC(=O)c2cnn(-c3nc4ccccc4[nH]3)c2C1 | i | -31
COc1ccc(C2C(C(C)=O)=C(O)C(=O)N2c2cccnc2)cc1OC (stereo not given) | i | -20
COc1cccc(C(=O)OCC(=O)c2c(N)n(C)c(=O)n(C)c2=O)c1 | x | -12
Cc1cc(NC(=O)c2cccc(Br)c2)n[nH]1 | i | -10
COC(=O)c1c(SCC(=O)Nc2ccc(C)c(C)c2)nc(=O)[nH]c1C | i | -26
NS(=O)(=O)c1ccc(CCNS(=O)(=O)Cc2ccc(Cl)cc2)cc1 | i | 8
Cc1cccc(C(=O)NCCNC(=O)c2cccc(C)c2)c1 | i | -5
Cc1cccnc1Nc1nc(-c2ccc(F)cc2)cs1 | i | -37
COc1ccc(NC(=O)C2CCCN2S(=O)(=O)c2ccc(C)cc2)cc1 (stereo not given) | i | 2
CCc1ccc(NC(=O)Nc2ccc3c(c2)N(C)C(=O)CS3)cc1 | i | -13
Cc1[nH]n(-c2ccccc2)c(=O)c1C=Nc1cnc2ccccc2c1 | i | -13
COC(=O)[C@@H]1[C@@H](C)N(Cc2ccccc2)C(=O)N[C@H]1c1ccccc1 | i | -20
O=C(O)c1cc2sccc2s1 | i | -6
Cc1nn(C)c(C)c1CNC(=O)Nc1ccc(Cl)cc1 | i | -16
Cc1ccc(Cl)c(NC(=S)N(CCCN2CCOCC2)Cc2ccco2)c1 | i | -9
COc1ccc(NS(=O)(=O)c2ccc(C(=O)N3CCN(Cc4ccccc4)CC3)cc2)cc1 | i | -15
CN(C)c1nc(N)c([N+](=O)[O-])c(NCc2ccccc2)n1 | i | -16
Cn1cnc([N+](=O)[O-])c1Sc1ccc(C(C)(C)C)cc1 | i | -1
Nc1nc(-c2ccccc2)nc(-c2ccccc2O)n1 | i | 7
CCSc1cc(N2CCCC2)nc(-c2ccc(Cl)cc2)n1 | x | 10
O=S(=O)(c1ccc(Oc2ccc(S(=O)(=O)N3CCOCC3)cc2)cc1)N1CCOCC1 | i | -16
CCOc1ccccc1C(=O)NCCCN1CCN(CCCNC(=O)c2ccccc2OCC)CC1 | i | -32
COCC(=O)N1CCC(Oc2ccc(C(=O)NCc3cnc(C)cn3)cc2)CC1 | i | 5
CCN(CC)CCCNC(CC(=O)Nc1cccc([N+](=O)[O-])c1)C(=O)O (stereo not given) | i | -18
COC(=O)c1sc(S(=O)(=O)Nc2ccc(C)c(C)c2)c(C(=O)OC)c1C | i | -33
Cc1ccc(C(=O)N/C(=C\c2sccc2C)C(=O)NCCCN2CCOCC2)cc1 | i | -17
CCCCCCn1c(SCC(=O)c2c(N)n(C)c(=O)n(C)c2=O)nc2ccccc21 | i | -18
CN(C)CCCNC(=O)C(=O)NCC1OCCN1S(=O)(=O)c1cc(F)ccc1F (stereo not given) | i | -14
COCCCNC(=O)C1CCCN(S(=O)(=O)c2ccc(C)cc2)C1 (stereo not given) | i | 1
Cc1cccc(NC(=S)NNC(=S)NCc2ccccc2)c1 | i | 0
Cc1nn(C)c(C)c1NC(=O)Nc1ccc(Cl)c(Cl)c1 | i | 20
Cc1ccc(Cl)cc1N1CCN(S(=O)(=O)c2ccc3[nH]c(=O)ccc3c2)CC1 | i | -19
Cc1cccc(C(=O)NCCCNC(=O)c2cccc(C)c2)c1 | i | x
Cc1ccc(OCC(=O)NN=C2c3ccccc3-c3ccccc32)cc1 | i | -1
O=C(/C=C/c1ccc2c(c1)OCO2)c1ccc(F)cc1 | i | -27
CN1CCN(c2ccc(Cl)cc2NC(=O)c2cccc(S(=O)(=O)N(C)C)c2)CC1 | i | -30
CC(C)(C)c1ccc(NC(=O)CN2C(=O)NC(C)(C3CC3)C2=O)cc1 (stereo not given) | x | -22
Cc1cc(C)c(-n2nnnc2SCC(=O)c2cc3ccccc3o2)c(C)c1 | i | -2
COC(c1ccccc1)c1nnc(CCC(=O)NCc2ccc3ncccc3c2)o1 (stereo not given) | i | -29
CCN(CC(=O)Nc1cc(Cl)ccc1C)C(=O)Cc1ccsc1 | x | -13
CC(C)(C)c1ccc(OCCCC(=O)Nc2ccc(S(N)(=O)=O)cc2)cc1 | i | 20
CS(=O)(=O)N(CC(=O)NC1CCCC1)c1ccc(Oc2ccccc2)cc1 | i | 13
CSc1nnc(Cc2ccc3c(c2)OCO3)o1 | i | -6
Cc1ccccc1NC(=S)NC(=O)/C=C/c1ccco1 | i | 1
CCCOC(=O)Nc1nc2ccccc2o1 | i | -7
Cc1ccc(OCC(=O)NCCNC(=O)c2ccncc2)cc1 | i | -1

Continuation:
smiles | CHT allo act | OX1R antagonist
OCCC1CN(Cc2ccc(Oc3ncccn3)cc2)CCN1C1CCCCC1 (stereo not given) | i | -12
CCc1ccccc1NC(=O)c1cc(=O)c2ccccc2o1 | i | -12
CCc1ccc([C@@H]2CC=C(C(=O)O)[C@H](c3ccc(C)cc3)N2S(=O)(=O)c2ccc(C)cc2)cc1 | x | -2
O=C(NS(=O)(=O)c1ccccc1[N+](=O)[O-])c1ccccc1 | i | -14
COC(=O)[C@H](Cc1ccc(O)cc1)NC(=O)Cn1cnc2c(NCc3ccccc3)ncnc21 | x | -8
